Source: PubChem BioAssay
S1P3 agonist: activates the human S1P3 receptor; S1P3 NFAT-BLA reporter cells, agonism, FRET ratio; relative to 1 µM S1P, basal subtracted; 60,000 compounds, 0.1% hits; activation, % at 4.5 µM;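 active means activation above the screen-wide mean plus 3 SD, cut at about 4.5% in these data, passing the limit was not always enough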; further: some compounds called inactive have numbers as strong as hits
Target sequence (Q99500 whole entry, looked up): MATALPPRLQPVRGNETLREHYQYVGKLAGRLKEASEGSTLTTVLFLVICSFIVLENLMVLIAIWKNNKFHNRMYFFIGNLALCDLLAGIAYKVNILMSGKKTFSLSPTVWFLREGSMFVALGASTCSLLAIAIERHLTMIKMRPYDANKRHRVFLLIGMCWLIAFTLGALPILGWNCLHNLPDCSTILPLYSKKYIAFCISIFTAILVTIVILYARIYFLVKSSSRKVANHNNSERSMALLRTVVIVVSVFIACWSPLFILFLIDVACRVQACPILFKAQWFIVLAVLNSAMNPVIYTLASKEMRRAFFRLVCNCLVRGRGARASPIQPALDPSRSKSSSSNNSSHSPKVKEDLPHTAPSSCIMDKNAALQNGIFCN
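Assay system: stable CHO line with human S1P3, Gα16, NFAT-BLA reporter; Detection: FRET β-lactamase substrate fluorescence, excitation 405 nm, 460/535 nm emission ratio, background-subtracted; Read-out: percent activation versus median 1 µM S1P response, basal-subtracted, per plate; Incubation: cells plated overnight, compound 4 h 37 °C, substrate 2 h RT.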
S1P1 ag pot: agonists and agonism potentiators of human S1P1 receptor; P21453; S1P1 CRE-bla cells, forskolin, beta-lactamase FRET, potentiator mode; S1P1 agonist co-added at EC20, 2 nM; 100% = saturating reference agonist, 0% = basal; activation, % at 9.5 µM; 56,000 compounds, 0.57% hits; AID 449;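 active means activation above a cutoff set at the mean activation of all tested compounds plus 3 SD, cut at about 54% in these data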;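 further: forskolin at 4 µM as EC80 and the EC20 agonist is SEW2871; 100% = SEW2871 at its EC100 plus forskolin at EC80; some compounds past the cut are filed as inactive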
HEK293 NFkB inh: lowers PMA/ionomycin-induced NF-kB signal in HEK293 cells; HEK-293 NF-kB luciferase reporter, luminescence; AID 465; 62,000 compounds, 0.21% hits; inhibition, % at 3 µM;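 active means inhibition above the mean of all tested compounds plus 3 SD, cut at about 40% in these data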;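 further: 0% = stimulated DMSO wells and 100% = 10 µM reference inhibitor 5653914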
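System: NF-kB luciferase reporter HEK-293 cells | Replication: Single test | Control set: DMSO vs reference inhibitor | Evaluation: % inhibition | Schedule: 1 h pretreatment, 16 h stimulation, 37 °C | Probe or stimulus: PMA with ionomycin | Compound dosing: One dose, 3 µM | Detection: Luciferase luminescence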
Jurkat tox 60K: cytotoxic compounds reducing Jurkat cell viability; 56,000 compounds, 1.2% hits; Jurkat E6.1 viability, ATP luminescence, 48 h; inhibition, % at 4 µM;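 active means inhibition above the mean inhibition of all tested compounds plus 3 SD, cut at about 28% in these data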
HTR1E antagonist: 5-HT1E (human) receptor antagonism | inhibition, % at 6 µM | CHO 5-HT1E Ga15 NFAT-bla reporter, FRET, antagonist | AID 571 | P28566 | 65,000 compounds, 0.99% hits;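 active means inhibition above a set limit, the mean inhibition across every tested compound plus 3 SD, cut at about 29% in these data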;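 further: signal is the 460 over 535 nm emission ratio of beta-lactamase substrate; 0% = agonist plus DMSO wells and 100% = wells without agonist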
M1 ag: activates the M1 muscarinic receptor; B-score at 10 µM; 64,000 compounds, 3% hits; CHO-M1 cells, Fluo-4 calcium fluorescence, agonist mode; hits give high values;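 active means fluorescence rise, raw or as B-score row- and column-corrected plate score, outside the 99.7% band of its plate's samples, either direction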
M1 antagonist: blocks the rat M1 muscarinic receptor response to acetylcholine; 64,000 compounds, 3.4% hits; P08482; AID 628; CHO-M1 cells, Fluo-4 calcium, ACh EC80 antagonist mode; hits give low values; B-score at 10 µM;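 active means calcium fluorescence response, raw or row-and-column corrected B-score, differing from the plate sample mean either way at a set confidence level, mostly lower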
Target sequence (P08482 whole entry, looked up): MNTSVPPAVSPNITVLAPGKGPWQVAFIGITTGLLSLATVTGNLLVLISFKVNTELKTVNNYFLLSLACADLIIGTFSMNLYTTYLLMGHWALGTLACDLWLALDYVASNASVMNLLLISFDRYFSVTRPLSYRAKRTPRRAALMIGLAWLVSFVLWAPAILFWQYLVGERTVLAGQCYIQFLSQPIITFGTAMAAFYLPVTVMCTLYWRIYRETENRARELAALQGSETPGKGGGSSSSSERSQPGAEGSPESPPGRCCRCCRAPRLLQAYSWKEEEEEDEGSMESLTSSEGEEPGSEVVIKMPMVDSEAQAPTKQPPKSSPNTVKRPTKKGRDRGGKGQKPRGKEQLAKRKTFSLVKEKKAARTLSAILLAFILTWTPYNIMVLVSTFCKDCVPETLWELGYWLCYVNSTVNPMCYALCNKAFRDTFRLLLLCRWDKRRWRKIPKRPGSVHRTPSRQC
Her2 expr inh: inhibitors of human Her2 kinase expression; P04626; SKBR-3 HER2 protein level, AlphaScreen, 18-24 h; hits give low values; HER2 level % of control, % at 10 µM; 65,000 compounds, 0.69% hits; AID 645;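 active means HER2 level under 5% of the carrier-only control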;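 further: 100% = DMSO carrier and 0% = 500 nM PU-H71 HSP90 inhibitor; lower value means stronger loss of Her2 protein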
5HT1E ag: 5-HT1E (human) receptor agonism; P28566; CHO 5-HT1E Ga15 NFAT-bla reporter, FRET; 0% DMSO wells, 100% control agonist wells; activation, % at 6 µM; 65,000 compounds, 0.69% hits; AID 574;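 active means activation above a set limit, the screen-wide mean activation plus 3 SD, cut at about 8.5% in these data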;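 further: 100% = positive control agonist at 1 µM giving full maximal response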
The depositor's hits bear a star; · = no result given.

smiles	S1P3 agonist	S1P1 ag pot	HEK293 NFkB inh	Jurkat tox 60K	HTR1E antagonist	M1 ag	M1 antagonist	Her2 expr inh	5HT1E ag
N#C/C(=C\c1ccc(O)c(O)c1)C(=O)NCCCc1ccccc1	-8.4	40	·	·	17	0.43	0.53	83	0.4
Cc1cc(F)ccc1S(=O)(=O)Nc1ccccc1C(=O)Nc1ncn[nH]1	·	·	17	·	1	0.4	-0.11	126	0.8
c1ccc(C(c2nnnn2Cc2cccs2)N2CCN(C3CCCC3)CC2)cc1 (centres undefined)	-0.8	-15	21	0	1	0.034	-1.4	87	-0.1
CN1CC(=O)N/C1=N\C(=O)Nc1ccc2c(c1)N(C)C(=O)CS2	·	·	20	·	-3	-0.057	-0.79	86	-0.6
Nc1ccc(-n2nnnc2-c2ccco2)cc1	-1.0	7	18	-2	7	0.048	-0.0011	75	-0.3
Cc1ccc(C(=O)CCNc2ccc(Br)cc2)o1	-0.9	·	10	0	12	-0.24	-0.16	89	-0.3
COc1ccc(N2C(=O)CC(N3CCOCC3)C2=O)cc1 (centres undefined)	-0.5	-19	13	-3	7	0.41	0.039	80	0.5
O=C(NCc1ccc2c(c1)OCO2)C1CCN(c2ccc(S(=O)(=O)N3CCCC3)cc2)CC1	·	·	23	·	3	2.6*	-1.9	202	-0.8
Cc1c(NC(=O)C(C)N2C(=O)C3C4C=CC(C4)C3C2=O)c(=O)n(-c2ccccc2)n1C (centres undefined)	0.9	-17	4	-5	-12	-0.46	-0.25	68	0.2
O=C1CCCc2c1[nH]c1ccc(CN3CCCCC3)cc21	-2.2	3	8	-3	12	0.19	-0.43	87	-0.9
CC1CN(C2CCN(C(=O)COc3ccccc3)CC2)CC(C)O1 (centres undefined)	-5.2	-7	·	·	7	0.59	2.5	98	0.3
COCCn1nnnc1C(C(C)C)N(Cc1cccnc1)Cc1cc2cc(OC)ccc2[nH]c1=O (centres undefined)	-0.9	2	8	-1	-9	-0.064	0.95	92	0.4
Cc1cc(C(=O)NCCN2CCCCC2C)n(-c2ccccc2)n1 (centres undefined)	-0.7	-17	0	0	-3	0.58	0.016	96	0.2
COc1ccc(NC(=O)CCn2nc(C)cc2C)cc1	-0.7	-4	17	-2	3	-0.96	-0.56	101	-0.1
Cc1nc2ccc(S(=O)(=O)NC(C(=O)N3CCn4c3nc3ccccc34)C(C)C)cc2s1 (centres undefined)	-0.8	2	9	-5	-3	0.028	-0.22	116	0.8
COc1ccc(N2CCN(C(c3ccccc3OC)c3nnnn3Cc3ccco3)CC2)cc1 (centres undefined)	0.4	-2	10	0	-2	3	0.022	113	0.2
Cc1ccc2c(CC(=O)O)coc2c1	-1.1	-25	12	1	-8	-0.15	1.3	98	0.5
CC(=O)c1cccc(NC(=O)N2CCCC2C(=O)NCc2ccc(C)cc2)c1 (centres undefined)	-0.2	10	4	2	1	-0.94	-0.048	80	-0.4
Cc1nc2ncnn2c(C)c1CCC(=O)NCCCN1CCN(c2cccc(Cl)c2)CC1	-0.1	9	11	5	3	2.6*	-1.1	86	8.0
COCCN1Cc2cccc(C(=O)Nc3cc(C)cc(C)c3)c2C1=O	-0.2	9	-18	-3	9	3	0.9	83	-0.3
COc1ccc(NC(=O)CCCC(=O)OCC(F)(F)C(F)F)cc1	-0.9	-14	22	-1	3	0.78	-0.63	107	0.1
O=C(Nc1ccccc1NC(=O)NC1CCCCC1)NC1CCCCC1	-0.5	·	6	2	56*	·	·	-15*	0.9
C=CCn1c(C)c(C(C)=O)c(N2CCCC2)nc1=S	-1.4	-32	21	6	-4	0.68	1.4	75	0.3
COc1ccccc1NC(=O)N(CCN(C)C)Cc1cc2cc(C)ccc2[nH]c1=O	-0.4	-3	-9	-6	-8	0.4	0.55	109	0.4
O=C(Nc1cc(C(F)(F)F)ccc1N1CCOCC1)c1ccc(Br)o1	-1.5	-8	22	4	16	-0.24	0.27	123	-0.8

Other structures.
smiles	S1P3 agonist	S1P1 ag pot	HEK293 NFkB inh	Jurkat tox 60K	HTR1E antagonist	M1 ag	M1 antagonist	Her2 expr inh	5HT1E ag
COC(=O)c1ccc(Oc2nc(Nc3ccc(F)cc3)nc(N3CCCC3)n2)cc1	-0.5	·	-1	2	-9	-0.085	1	90	0.1
COc1ccc(C(C)(C)C)cc1NC(=O)c1ccoc1C	-0.4	·	12	-2	-8	0.5	0.037	123	-0.1
CCc1nc2ccccc2c(NC(=O)CN2CCC(C)CC2)c1C	-0.7	-3	20	2	-2	1.6	-0.059	104	0.6
CCOC(=O)CCN(Cc1cccs1)S(=O)(=O)c1ccc(Cl)cc1	·	·	8	·	-1	0.19	0.24	93	-1.1
Cc1sc(NC(=O)CCCC(=O)O)c(C#N)c1C	-1.3	4	6	6	8	0.0027	0.48	113	0.0
C=C1CC2C=C(NC(C)=O)CC(C1)C2 (centres undefined)	0.7	-14	10	-5	-6	0.092	0.046	71	-0.5
O=C1c2ccccc2C(=O)N1CCn1nc(Cl)nc1Cl	-1.1	-8	12	5	0	0.73	0.29	136	0.6
COC(=O)CN1CCN(C(c2ccccc2)c2ccccc2)CC1	-0.1	-9	2	-4	-4	-0.041	-0.59	105	0.2
Cn1cccc1Cc1nnc(SCC(=O)Nc2cccc(F)c2)n1-c1ccc(F)cc1	0.3	28	9	-2	7	0.0091	1	79	-0.2
O=C(O)CN1C(=O)C2C3C=CC(C3)C2C1=O (centres undefined)	0.8	-3	12	-16	-19	-0.7	-0.058	110	0.7
COc1ccccc1C1(O)CC2CCC(C1)N2S(=O)(=O)c1ccc(C(C)=O)cc1 (centres undefined)	-0.8	-11	-8	-4	-9	-1	0.61	83	-0.9
CCOc1cc(NC(=O)C2CCCO2)c(OCC)cc1NC(=O)C1CC1 (centres undefined)	-0.8	-11	20	5	-7	0.77	-0.42	98	-0.1
CCOC(=O)N1CCN(C(=O)C(c2ccccc2)c2ccccc2)CC1	·	·	16	·	3	0.17	-0.3	99	-0.2
CCCCc1cc(=O)oc2c(CN3CCCC3)c(O)ccc12	-3.0	6	·	·	5	-0.65	-2.3*	121	1.6
Cc1cccc2cc(CN(CCN3CCOCC3)C(=O)Nc3ccccc3F)c(=O)[nH]c12	-0.6	1	18	6	4	·	·	100	1.4
COc1ccc(CSc2nnc(C)n2N)cc1Br	-0.8	0	·	·	6	-0.033	0.33	84	1.1
CC(=O)N(c1ccc(C(C)C)cc1)C1C=CS(=O)(=O)C1 (centres undefined)	0.1	·	7	-4	-2	0.046	0.23	90	0.3
Cc1ccc(C)c(NC(=O)CC(NCCCN2CCOCC2)C(=O)O)c1 (centres undefined)	-0.2	-6	20	-1	5	-0.046	-0.41	102	-1.3
CC(C)(C)NC(=O)CN(C(=O)CS(=O)CC(=O)Nc1ccc(F)cc1)c1ccc(F)c(Cl)c1 (centres undefined)	-0.9	5	13	-12	3	-0.0056	0.17	105	-0.4
CCCSC1=C(C#N)C(c2ccc(Cl)cc2Cl)CC(=O)N1 (centres undefined)	-1.6	22	8	-2	4	-0.046	0.21	103	-0.7
COC(=O)c1cn(C)c2ccc(S(=O)(=O)N3CC(C)CC(C)C3)cc2c1=O (centres undefined)	0.0	-20	6	-15	-12	-0.78	0.61	115	1.1
COc1ccc(C(=O)N(CN2CCCC2=O)c2ccc(C)cc2)cc1	0.6	-25	2	0	5	-0.23	1.1	92	0.5
COc1cc(NC(=O)c2ccco2)c(OC)cc1NC(=O)CCC(=O)Nc1cc(C)cc(C)c1	-1.4	-20	15	6	-7	-0.53	-0.35	236	1.6
CC(O)CCc1nc2ccc(C(=O)O)cc2[nH]1 (centres undefined)	-0.7	11	19	7	9	-0.42	-0.086	-19*	-1.1
COc1ccc2cc(CN(Cc3cccnc3)Cc3nnnn3Cc3ccccc3)c(=O)[nH]c2c1	-0.9	-6	17	5	1	-0.0073	0.21	74	0.3

An excerpt from above in order of their number in HEK293 NFkB inh, largest number first:
smiles,S1P3 agonist,S1P1 ag pot,HEK293 NFkB inh,HTR1E antagonist,M1 ag,M1 antagonist,Her2 expr inh,5HT1E ag
C=CCn1c(C)c(C(C)=O)c(N2CCCC2)nc1=S,-1.4,-32,21,-4,0.68,1.4,75,0.3
CCc1nc2ccccc2c(NC(=O)CN2CCC(C)CC2)c1C,-0.7,-3,20,-2,1.6,-0.059,104,0.6
Nc1ccc(-n2nnnc2-c2ccco2)cc1,-1.0,7,18,7,0.048,-0.0011,75,-0.3
CC(C)(C)NC(=O)CN(C(=O)CS(=O)CC(=O)Nc1ccc(F)cc1)c1ccc(F)c(Cl)c1 (centres undefined),-0.9,5,13,3,-0.0056,0.17,105,-0.4
CC(=O)c1cccc(NC(=O)N2CCCC2C(=O)NCc2ccc(C)cc2)c1 (centres undefined),-0.2,10,4,1,-0.94,-0.048,80,-0.4
Cc1cc(C(=O)NCCN2CCCCC2C)n(-c2ccccc2)n1 (centres undefined),-0.7,-17,0,-3,0.58,0.016,96,0.2

Back to the main list with the two entries that preceded the break.
smiles	S1P3 agonist	S1P1 ag pot	HEK293 NFkB inh	Jurkat tox 60K	HTR1E antagonist	M1 ag	M1 antagonist	Her2 expr inh	5HT1E ag
CC(O)CCc1nc2ccc(C(=O)O)cc2[nH]1 (centres undefined)	-0.7	11	19	7	9	-0.42	-0.086	-19*	-1.1
COc1ccc2cc(CN(Cc3cccnc3)Cc3nnnn3Cc3ccccc3)c(=O)[nH]c2c1	-0.9	-6	17	5	1	-0.0073	0.21	74	0.3
CC(=O)N1CCc2cc(S(=O)(=O)NCCC(=O)NC3CCCc4ccccc43)ccc21 (centres undefined)	-1.3	7	26	9	23	-0.31	0.034	61	-0.8
CCCCNC(=O)C1CCCN(S(=O)(=O)c2ccc(-n3cnnn3)cc2)C1 (centres undefined)	-0.6	0	17	9	2	0.011	0.012	101	-0.9
CCCn1c(CN(C)Cc2ccccc2)nc2c1c(=O)n(C)c(=O)n2C	·	·	22	·	3	0.74	-1.1	82	0.1
Cc1noc(C)c1COc1ccc(C(=O)OCC(=O)c2ccc3c(c2)OCCO3)cc1	0.1	-5	8	-4	-8	0.34	-0.61	98	-0.5
O=C(Nn1c(=S)[nH]c2ccccc2c1=O)c1ccncc1	-1.5	-14	2	0	5	0.027	-0.062	111	0.1
CCOC(=O)C1CCCN(c2c(NCCCN(C)Cc3ccccc3)c(=O)c2=O)C1 (centres undefined)	-0.5	-1	10	-3	2	-0.34	-0.53	121	-0.8
COc1ccc2cc(CCNC(=O)CC(C)(C)C)c(=O)[nH]c2c1	-0.2	-13	-9	-2	2	-0.32	-0.062	91	0.3
O=S(=O)(N1CCCCC1)N1CCN(c2ccc(F)cc2)CC1	1.5	-30	18	-2	13	0	0.13	84	-0.6
CCOC(=O)C1=C(C)NC(=O)NC1c1ccc(OC)c(Cl)c1 (centres undefined)	-0.2	·	3	-10	1	0.099	-0.15	101	0.5
O=C(NCc1ccc2c(c1)OCO2)Oc1ccccc1	-1.9	26	14	6	-2	0.36	0.64	86	0.3
